HSF1 inh – HSF1 inhibitors in luciferase reporter cells, primary screen, cell-based, NIH3T3, luminescence; NIH3T3-HGL HSE-luciferase, MG132-induced, luminescence 8 h; active compounds read low; activity change, negative = inhibition, % at 7.5 µM (by protocol); actives 0.77% (n = 300,000); AID 2098, 2009;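 active means more than half of replicate wells show activity change below -50%, luminescence cut by over half; inconclusive means some wells, but at most half, below -50%; inactive means no replicate well below -50%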;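 further: luciferase reports HSF-1 transcriptional activity via heat shock element; 0% = median of DMSO wells and -100% = zero luminescence signal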
Platelet DG rel – inhibitors of platelet dense granule secretion, primary screen, cell-based, MLPCN, human platelets; human platelet-rich plasma, SFLLRN dense granule ATP release, luminescence; inhibition, %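 (compounds screened at 7.5 µM in platelet-rich plasma)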; actives 0.22% (n = 300,000);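 active means mean replicate score, as percent of positive control, at or above 50; inconclusive means mean below 50 but at least one replicate at or above 50; inactive means mean and every replicate below 50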
GSK3A inh – blockers of GSK3A enzyme activity – biochemical, luminescence, cell-free homogeneous, HTS, primary screen; GSK-3 alpha kinase, ADP-Glo luminescence, 60 min; inhibition, % at 10 µM; actives 0.1% (n = 320,000); Glycogen synthase kinase-3 alpha (Homo sapiens), P49840;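 in the data active means inhibition above about 50%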;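 further: GST-tagged GSK-3 alpha with peptide substrate and 25 µM ATP; 0% = DMSO neutral wells and 100% = GW8510 positive control wells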
Target sequence (P49840 whole entry, looked up): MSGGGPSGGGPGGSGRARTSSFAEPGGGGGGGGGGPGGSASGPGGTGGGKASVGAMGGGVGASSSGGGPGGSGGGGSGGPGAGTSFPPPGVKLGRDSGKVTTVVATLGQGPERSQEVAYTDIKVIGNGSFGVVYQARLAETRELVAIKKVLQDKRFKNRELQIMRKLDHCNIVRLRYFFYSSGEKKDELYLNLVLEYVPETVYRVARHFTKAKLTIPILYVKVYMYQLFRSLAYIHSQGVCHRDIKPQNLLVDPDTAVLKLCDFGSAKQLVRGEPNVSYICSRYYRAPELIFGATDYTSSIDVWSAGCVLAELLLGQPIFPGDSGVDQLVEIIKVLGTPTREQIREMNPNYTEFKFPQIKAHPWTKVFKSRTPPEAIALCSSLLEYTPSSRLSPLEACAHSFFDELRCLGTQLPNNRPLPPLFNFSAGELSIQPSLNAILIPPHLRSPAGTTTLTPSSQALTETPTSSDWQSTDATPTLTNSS
AI-2 QS modul – Vibrio harveyi AI-2 quorum sensing modulators, primary screen, JMH597 strain, luminescence/OD600 ratio; Vibrio harveyi JMH597 AI-2 luminescence/OD600 ratio, 9 h; active compounds read low; strain lacks LuxN and CqsS sensors; 0 = neutral-control median; activity change, % at 7.5 µM; actives 0.4% (n = 300,000); AID 2094, 2009; in the data active means activity change below about -75%, passing the limit was not always enough; inconclusive means no clear call, values can overlap the other calls;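 further: luminescence divided by OD600 gain over 9 h not by final OD600 alone; inactives centre near 13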
HSP90 inh – HSP90 inhibitors, primary screen, cell lysate, luminescence. Rabbit reticulocyte lysate, luciferase refolding luminescence, 3 h. inhibition, % at 5.6 µM. actives 0.91% (n = 290,000);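 active means inhibition above the screen-wide mean plus 3 SD, computed separately per campaign, cut at about 16% in these data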;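 further: 0% = DMSO wells and 100% = 60 µM geldanamycin wells; inhibitors lower the luminescence because luciferase stays unfolded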
PolyA inhibitor – polyadenylation inhibitors in yeast reporter cells, primary screen, luminescence, S. cerevisiae; AID 1875, 2009; calls only at 12 µM; S. cerevisiae SKY197-pL101 polyadenylation reporter, beta-gal luminescence; efflux-impaired pdr1/pdr3 knockout yeast; score 100 = 6 SD above DMSO; actives 0.02% (n = 300,000);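 active means lowest replicate activity score at least 50, where 100 means six control SD above control mean; inconclusive means lowest score under 50 but half or more replicates reach 50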;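 further: yeast exposed to compound for 9 h at 30 °C; higher score means more reporter readthrough which indicates perturbed polyadenylation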
GSK3beta inhib – human GSK3beta kinase inhibitors, primary screen, biochemical, cell-free homogeneous, HTS | Glycogen synthase kinase-3 beta (Homo sapiens), P49841 | GST-GSK3beta kinase, ADP-Glo luminescence, 60 min; active compounds read low | actives 0.038% (n = 300,000) | activity score (negative = inhibition), % at 10 µM | AID 2097, 2009;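 active means more than half of replicate wells score below -50%, meaning over 50% inhibition versus plate controls; inconclusive means some replicates but at most half score below -50%; inactive means no replicate scores below -50%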;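 further: 0% = median DMSO wells and -100% = median GW8510 positive control wells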
Target sequence (P49841 whole entry, looked up): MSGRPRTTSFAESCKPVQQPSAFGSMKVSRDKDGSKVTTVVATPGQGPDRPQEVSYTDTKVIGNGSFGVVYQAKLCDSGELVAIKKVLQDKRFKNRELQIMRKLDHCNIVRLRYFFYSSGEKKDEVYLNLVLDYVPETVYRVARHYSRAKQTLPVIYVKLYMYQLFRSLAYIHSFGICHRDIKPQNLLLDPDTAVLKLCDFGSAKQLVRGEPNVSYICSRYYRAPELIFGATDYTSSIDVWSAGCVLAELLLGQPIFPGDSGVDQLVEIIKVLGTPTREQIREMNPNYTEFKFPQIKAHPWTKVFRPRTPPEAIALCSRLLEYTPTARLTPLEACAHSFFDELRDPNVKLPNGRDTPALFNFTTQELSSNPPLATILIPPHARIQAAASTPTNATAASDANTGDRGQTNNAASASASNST
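Test system: GST-tagged human GSK3beta kinase, cell-free; evaluation: activity score scaled between in-plate DMSO and GW8510 controls; measured by: ADP-Glo luminescence; incubation: 60 min reaction, RT; benchmarks: DMSO and 20 µM GW8510; reagent: peptide substrate plus 25 µM ATP (final); medium: Tris/MgCl2 kinase buffer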
HSF1 activator – HSF-1 activators, primary screen, NIH3T3-HGL cells, MG132 stress, luminescence, single point. NIH3T3-HGL HSF-1 luciferase reporter, 8 h; 100% = twice DMSO control signal. activation, % at 9 µM. actives 1.7% (n = 300,000). AID 504408, 2011;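 active means mean replicate activation of at least 50% with a set share of replicates each reaching 50%; inconclusive means only one of those two conditions met; inactive means mean below 50% and too few replicates reaching it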;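 further: 0% = median of the neutral control wells and 100% = twice that signal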
DYRK1A inh – rat Dyrk1A kinase inhibitors, primary screen, biochemical, single point, plate reader; AID 504441, 2011; ADP-Glo luminescence, NFATc1 peptide; inhibition, % at 12.5 µM; actives 0.43% (n = 310,000); Dual specificity tyrosine-phosphorylation-regulated kinase 1A (Rattus norvegicus), Q63470; in the data active means inhibition above about 50%;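 further: plate controls were vehicle with enzyme for no effect and no enzyme for full effect; many of its hits are not listed in these tables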
HDAC3 inh – HDAC3 deacetylase inhibitors, primary screen, biochemical, fluorescence, cell-free homogeneous | Histone deacetylase 3 (Homo sapiens), O15379 | recombinant HDAC3, fluorogenic peptide/trypsin coupled | inhibition, % at 8.3 µM | actives 0.15% (n = 320,000) | AID 2718, 2010; in the data active means inhibition above about 26%, passing the limit was not always enough; inconclusive means no clear call, values can overlap the other calls
* marks the source's active call; other numbers are inactive results; i = inactive; ? = inconclusive; nt = no result given. This is a subset; the hit share may differ from the screen's.

entry	HSF1 inh	Platelet DG rel	GSK3A inh	AI-2 QS modul	HSP90 inh	PolyA inhibitor	GSK3beta inhib	HSF1 activator	DYRK1A inh	HDAC3 inh	Compound
1	-1	-4	3	14	-2	i	-1	-5	1	-2	COC(=O)C1=C(C)N(CCCC(=O)O)C(=O)NC1c1ccc(-c2ccccc2)cc1 (stereo not given)
2	17	-11	nt	0	0	i	1	29	1	nt	COc1ccc(C(=O)Nc2ccc(/C(C)=N/NC(=O)c3ccccc3O)cc2)cc1OC
3	20	-3	-9	17	-4	i	2	17	-8	3	COC(=O)C1=CN(Cc2cccs2)C=C(C(=O)OC)C1c1cccc(Cl)c1
4	1	7	-3	20	-4	i	-3	19	-4	-3	CC(C)c1ccc(NC(=O)N2CCCC2C(=O)Nc2ccc(-n3cnnn3)cc2)cc1 (stereo not given)
5	-2	4	-2	18	-3	i	0	3	nt	-11	NC(=O)c1ccccc1NC(=O)N1CCOCC1
6	3	3	3	23	-3	i	-1	15	5	9	CCCC(=O)Nc1cc(=O)[nH]c2ncnn12
7	15	0	-1	-3	-2	i	-1	23	-1	-11	COc1ccc(NC(=O)c2cc(-c3cc(C)cc(C)c3O)n[nH]2)cc1Cl
8	-1	-1	-3	25	-5	nt	1	10	-3	1	CCC(NC(=O)CCc1c(C)c2cc3c(C)c(C)oc3cc2oc1=O)C(=O)N[C@@H](Cc1ccccc1)C(=O)O (stereo not given in full)
9	-1	-2	3	-10	-2	i	-1	10	1	2	CCCNC(=O)C(=O)c1cccn1-c1ccsc1C(=O)OC
10	2	-1	-4	5	nt	i	-1	9	nt	0	COc1cc(C(CC(=O)N2CCN(c3ccccc3)CC2)c2c(OC)cc(OC)c3ccc(=O)oc23)cc(OC)c1OC (stereo not given)
11	-3	9	4	13	-1	i	5	-8	3	-2	CCOC(=O)C1CCCN(C(=O)Cc2ccc(OC)c(OC)c2)C1 (stereo not given)
12	-8	2	-4	14	3	i	1	-10	7	?	COc1ccc(C(=O)COc2ccccc2C(N)=O)cc1
13	0	0	-5	-10	3	i	0	-3	-5	nt	COc1ccccc1/C=C/C=N/n1c(-c2ccccc2)n[nH]c1=S
14	25	3	1	4	1	i	3	68*	-1	-6	O=C(CSc1nc2c(c(=O)[nH]1)CCC2)Nc1ccc(F)cc1
15	1	15	-1	16	0	i	0	34	-6	-4	O=C(Nc1nc2n(n1)C(c1ccc(F)cc1)CC(c1ccccc1)N2)c1ccco1 (stereo not given)
16	-3	6	nt	19	-1	i	0	-3	3	-4	CCOC(=O)C1CCCCN1Cc1cn[nH]c1-c1ccc(F)cc1F (stereo not given)
17	17	2	-10	10	13	i	1	31	-3	6	CC(=O)Oc1ccc(-c2csc(Nc3ccc(Cl)cn3)n2)cc1
18	-2	-3	-3	25	-3	i	1	16	nt	1	CCOc1ccc(-c2ccc(SCc3ccccn3)nn2)cc1
19	-2	-3	0	-13	-2	i	3	-13	2	-6	Cc1nn(-c2ccccn2)c2c1-c1nc(N3CCOCC3)ncc1CC2
20	-2	6	1	13	3	nt	1	-3	6	1	C=CCN(CC=C)C(=S)Nc1ccccc1
21	nt	nt	0	nt	0	nt	nt	nt	6	-3	Cc1ccc[n+](-c2nc([O-])sc2C=O)c1
22	-3	0	-3	11	5	i	5	-6	-3	0	Cc1ccccc1N(CC(=O)NCC1CCCO1)C(=O)CNS(=O)(=O)c1ccc(F)cc1 (stereo not given)
23	3	-4	2	0	2	i	0	14	-3	-9	O=C(COc1ccccc1)Nc1nonc1NC(=O)COc1ccccc1
24	19	0	1	34	-1	i	-3	20	2	nt	Cn1c(N)c(C(=O)COC(=O)c2ccc([N+](=O)[O-])o2)c(=O)n(C)c1=O
25	-3	-4	-3	13	-1	i	-1	3	-2	nt	CC1C(=O)C(C)C(c2ccc3c(c2)OCO3)NC1c1ccc2c(c1)OCO2 (stereo not given)
26	2	nt	1	6	3	i	-3	27	0	10	CC1(C)Oc2ccc(C(=O)N3CCCC3)cc2N(CC(=O)NCc2ccccc2)C1=O
27	38	nt	-1	20	10	i	0	?	3	-7	Brc1ccc(OCc2nc3ccccc3[nH]2)cc1
28	7	5	-3	33	2	i	-2	29	10	-4	O=C(c1sc2ccccc2c1Cl)N(Cc1cccs1)C1CCS(=O)(=O)C1 (stereo not given)
29	12	-3	0	-48	-5	nt	-5	30	1	3	Cc1cccc(C(CC(=O)NCCc2ccccc2)c2ccccc2)c1O (stereo not given)
30	-1	0	-1	25	-4	i	-1	9	3	-2	Cc1cc(CSc2ccccc2C(=O)O)on1
31	-2	nt	1	19	3	i	2	-9	-1	-3	N#Cc1ccc(Oc2c(Cl)cncc2Cl)cc1
32	-6	-2	0	-14	2	i	1	-6	-1	-9	CCc1ccccc1NC(=S)N(CCN1CCOCC1)C1CCN(C(C)=O)CC1
33	2	nt	-1	17	5	i	1	-4	-3	4	CCOC(=O)c1cnn(-c2nc(C)cc(C)n2)c1N
34	1	6	-2	9	-2	i	0	-3	0	2	CCOC(=O)N/N=C(\C)c1cccs1
35	2	9	0	6	-6	i	-3	14	nt	-6	O=C(O)Cn1cc(/C=C2/SC(=O)N(CC(=O)N3CCCCCC3)C2=O)c2ccccc21
36	3	-14	15	12	2	i	-3	-8	nt	-2	COc1ccc(-n2c(=O)c3c4c(sc3n3c(=S)[nH]nc23)COC(C(C)C)C4)cc1 (stereo not given)
37	10	13	-5	23	3	i	5	31	5	0	COc1ccc(/C=N/NC(=O)c2ccccc2O)cc1Cn1cc(Cl)cn1
38	-4	-1	-1	36	3	i	1	6	-7	-7	O=C(CNC(=O)c1ccc(Oc2ccccc2)cc1)OC1CCCCC1=O (stereo not given)
39	5	-13	nt	7	-3	i	3	-18	12	5	CCOc1ccc(CCNC(=O)/C=C/c2ccco2)cc1OCC
40	11	7	-2	5	-5	i	-2	28	5	-5	CCCNc1nc(Cl)nc(Nc2ccc(Cl)cc2)n1
41	-3	-2	-2	17	-1	i	4	15	-2	-5	O=C(COC(=O)Cc1ccc(Cl)cc1)Nc1c(F)cccc1F
42	1	7	-4	26	6	i	2	7	-4	9	CCC(=O)N(CC)C1=C(O)c2ccccc2C(=O)C1=O
43	19	0	-4	50	-1	i	5	-2	3	nt	COc1ccc(OC)c(-c2cc(C(=O)N3CCN(c4ccccc4)CC3)no2)c1
44	-2	1	4	8	1	i	-3	4	12	-3	O=C(NC(=S)N1CCCCC1c1cccnc1)c1ccccc1 (stereo not given)
45	-12	8	-1	29	0	i	2	-7	-4	5	CC1=C(C(=O)NCc2ccccc2)C(c2ccccc2OCC(N)=O)NC(=O)N1 (stereo not given)
46	0	14	-18	17	2	i	-1	-18	0	7	Cc1ccc(C(=O)N/C(=C\c2cccs2)C(=O)N2CCOCC2)cc1C
47	-4	-4	-2	2	5	i	-1	4	5	-4	O=C(NCC(=O)N(c1ccc2c(c1)OCCO2)C(C(=O)NC1CCCC1)c1ccco1)c1ccco1 (stereo not given)
48	-2	-10	-3	14	-2	i	1	8	7	1	CN(C)c1nccc(Nc2ccccc2)c1C#N
49	-4	-3	4	14	2	i	-3	-6	-4	1	O=C(NCc1ccco1)C1CCCN(S(=O)(=O)c2ccc(-n3cnnn3)cc2)C1 (stereo not given)
50	4	-9	0	16	2	i	1	9	-8	-3	COc1ccc2[nH]c(=O)c(CN(c3ccccc3)S(=O)(=O)c3ccccc3)cc2c1

(further entries)
entry	HSF1 inh	Platelet DG rel	GSK3A inh	AI-2 QS modul	HSP90 inh	PolyA inhibitor	GSK3beta inhib	HSF1 activator	DYRK1A inh	HDAC3 inh	Compound
51	-1	1	-1	-11	-3	i	4	-2	4	3	COc1ccc(CNC(=O)CSc2nnc(-c3ccc(NC(C)=O)cc3)n2C)cc1
52	nt	nt	1	8	-1	i	2	nt	4	-5	CCC(C(=O)Nc1nnc(-c2ccco2)s1)c1ccccc1 (stereo not given)
53	-2	1	-1	9	-4	i	2	5	-1	4	CCOc1ccc(NC(=O)CCCN2C(=O)C(c3ccccc3)Oc3cccnc32)cc1 (stereo not given)
54	2	5	-3	17	nt	i	1	8	11	2	O=C(CSc1nccc2ccccc12)N1CCN(Cc2ccc3c(c2)OCO3)CC1
55	24	1	-3	7	nt	i	3	31	-2	-2	CC(=O)N1CCN(S(=O)(=O)c2cccc(C(=O)NCCc3ccc(Cl)cc3)c2)CC1
56	-3	30	3	3	1	i	0	-17	-12	5	CC1CCCCN1C(=O)c1ccc(Br)o1 (stereo not given)
57	-4	-7	1	33	5	i	-1	-12	-7	0	CCOc1ccc2nc(SCC(=O)NCC3CCCO3)c(C#N)cc2c1 (stereo not given)
58	13	11	-3	25	-4	i	4	41	7	-77	CC(C)(C)CC(=O)Nc1ccc(-c2cn3cccnc3n2)cc1
59	-4	0	-1	26	3	i	2	22	-7	nt	COC(=O)c1ccc(C(=O)OC)c(NC(=O)CCc2ccc(C)o2)c1
60	-4	-2	-1	-8	9	i	1	6	5	3	On1cnnc1-c1ccccc1
61	-5	-1	-1	34	0	i	1	-11	2	-5	COc1cc(NS(=O)(=O)c2ccc(-c3ccc(=O)[nH]n3)o2)cc(OC)c1OC
62	-3	-3	-3	5	2	i	0	17	-4	1	O=C(O)COc1ccccc1/C=N/NC(=O)CN1CCN(S(=O)(=O)c2ccc(Br)cc2)CC1
63	0	6	-4	19	-6	i	0	6	-6	2	CCCN1CCN(S(=O)(=O)c2ccc(OC)c(Br)c2)CC1
64	9	-1	-5	21	0	i	1	-2	1	5	CCNc1nc(NCC)n2c(SCc3nc4ccccc4c(=O)[nH]3)nnc2n1
65	7	1	-3	10	1	i	0	16	-1	-7	CC(C)c1ccc(NC(=O)CC2Oc3ccccc3NC2=O)cc1 (stereo not given)
66	4	2	-1	31	-3	i	-1	14	-5	3	COc1ccc(CN2CCN(C(=O)CCC(=O)Nc3nnc(CC(C)C)s3)CC2)cc1F
67	-5	-11	-1	14	-4	i	3	0	0	0	Cc1ccc(CNC(=O)C(=O)NCC(c2ccco2)N2CCOCC2)cc1 (stereo not given)
68	1	0	18	17	4	i	2	17	5	5	COc1ccccc1N1CCN(C(=O)CCc2nnc3ccc(N4CCCC4)nn23)CC1
69	-2	4	nt	15	2	i	-1	6	-4	nt	Cn1nccc1C(=O)OCC(=O)Nc1ccccc1
